Bioassay records (PubChem)
Pf growth 96h – P. falciparum growth inhibition at 96 hours; hit rate 6.9% among 320,000; AID 504834; Potency, µM (top dose mostly 28.7 µM), for the others: at the highest dose activity change, negative = inhibition, most hits filed as inhibitors; P. falciparum luciferase reporter growth, 96 h; also: potency is read from the fitted curve at half-maximal effect; % is scaled to controls: 0 for no effect and ±100 for the full control effect
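Compounds incubated with erythrocytes infected by luciferase-expressing P. falciparum (2% hematocrit, 0.05% parasitemia final) for 96 hours, 37 C in 5% CO2. Growth inhibition scored as decreased luciferase luminescence.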
CHX counter – counter-screen for Shiga toxin inhibitors: cycloheximide protein synthesis inhibition; cell reporter, cycloheximide protein synthesis inhibition counterscreen; max response, %; hit rate 12% among 300,000; AID 2314; in the data active = max response mostly above about 13%, no sharp cut-off; inactive = mostly below about 14%; also: read at 38.3 µM for the half of the compounds with a filed dose; 0% is about no effect
Tb PYK inh – inhibitors of Trypanosoma brucei pyruvate kinase. Q57TT1. TbPYK enzyme, Kinase-Glo Plus ATP luminescence, 45 min. Potency, µM (top dose mostly 76.8 µM), without a hit: at the highest dose activity, negative = inhibition, hits mostly inhibitors. hit rate 0.12% among 410,000. AID 624173; also: potency is read from the fitted curve at half-maximal effect; % is scaled to controls: 0 for no effect and ±100 for the full control effect; nearly all actives have a fitted effect of over 50% in size
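TbPYK + substrate in 50 mM TEA pH 7.2, 100 mM KCl, 10 mM MgCl2, 0.05% BSA, 0.01% Tween-20; cpd pinned; ADP 130 uM final; 45 min RT; Kinase-Glo Plus 10 min; luminescence endpoint.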
Shiga toxin inh – blocks Shiga toxin action in Vero cells | AID 2315 | Vero cells, Shiga toxin protein synthesis inhibition reporter | hit rate 9.2% among 290,000 | inhibition, % at 38.7 µM; in the data active = inhibition mostly above about 28%, no sharp cut-off; inactive = mostly below about 43%; also: 0% is about no effect
HCV inhibitor – inhibitors of hepatitis C virus infection; Huh7.5.1 HCVcc-Cre infection, luciferase reporter, 44 h; Potency, µM (series often up to 41.8 µM), inactives show at the top dose activity change, negative = inhibition, hits mostly inhibitors; hit rate 3.4% among 340,000; also: potency is read from the fitted curve at half-maximal effect; % is scaled to controls: 0 for no effect and ±100 for the full control effect
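Infectious HCV cell culture screen: compound-treated cells (1,000/well, pre-plated 4 h) are infected with HCVcc-Cre at roughly 0.5 moi and grown 44 h. Infection is quantified by luciferase signal after 15 min substrate incubation at room temperature.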
Pf growth 48h – P. falciparum growth inhibition at 48 hours (one generation) | hit rate 5.9% among 310,000 | AID 504832 | P. falciparum luciferase growth in erythrocytes, 48 h | Potency, µM (highest dose often 28.7 µM), for the others: top-dose activity change, negative = inhibition, usual class: inhibitors; also: potency is read from the fitted curve at half-maximal effect; % is scaled to controls: 0 for no effect and ±100 for the full control effect
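First compound was added to culture medium, then infected red cells at 0.1% parasitemia and 2% hematocrit (final). After incubation at 37 C under 5% CO2, luciferase detection reagent was dispensed and light output recorded.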
LmPK inh – inhibitors of Leishmania mexicana pyruvate kinase | hit rate 0.37% among 290,000 | purified LmPK, Kinase-Glo ATP luminescence, 1 h | Potency, µM (highest dose often 57.5 µM), without a hit: at the highest dose activity change, negative = inhibition, hits mostly inhibitors; also: potency is read from the fitted curve at half-maximal effect; % is scaled to controls: 0 for no effect and ±100 for the full control effect
Target sequence (Q27686 whole entry, looked up): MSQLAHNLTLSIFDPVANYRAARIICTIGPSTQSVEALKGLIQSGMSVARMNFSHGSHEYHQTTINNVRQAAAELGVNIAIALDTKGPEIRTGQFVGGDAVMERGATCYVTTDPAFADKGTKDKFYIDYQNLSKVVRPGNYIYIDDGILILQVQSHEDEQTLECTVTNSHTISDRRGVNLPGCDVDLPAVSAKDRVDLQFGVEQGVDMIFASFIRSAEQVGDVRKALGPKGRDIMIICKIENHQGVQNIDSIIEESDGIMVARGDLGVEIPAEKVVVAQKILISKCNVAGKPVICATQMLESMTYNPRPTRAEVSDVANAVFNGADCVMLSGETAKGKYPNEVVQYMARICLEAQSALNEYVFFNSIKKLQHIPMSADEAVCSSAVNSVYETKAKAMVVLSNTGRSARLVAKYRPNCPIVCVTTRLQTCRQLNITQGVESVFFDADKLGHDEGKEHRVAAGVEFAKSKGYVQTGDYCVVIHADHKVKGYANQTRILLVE
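Screened at intermediate enzyme activity to detect both inhibitors and activators: LmPK at 0.1 nM, with a 0.5 nM enzyme column as activation reference. PEP 0.5 mM, ADP 0.1 mM; ATP detected by luminescence after 1 h.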
Active calls of the source: *; ? = inconclusive; . = no result given; & = joins results of further samples; [ ] = remark or other dose. Unless noted, calls follow the shape of the dose curve; as a rule, active = well fitted curve in the direction sought with a large enough effect; inconclusive = small, poorly fitted or top-dose-only effect, or another doubt; inactive = no such curve, though single readings can be large; an effect the other way counts as inactive or inconclusive.

SMILES	Pf growth 96h	CHX counter	Tb PYK inh	Shiga toxin inh	HCV inhibitor	Pf growth 48h	LmPK inh
CCn1cc(C(=O)NC(=S)Nc2cccc(O)c2)cn1	110%[activator]	28*	-5%	58*	3%	.	0%
CCOC(=O)c1sc2nc3c(cc2c1N)COC(C)(C)C3	15%	38*	-6%	29*	-20%	270%[activator]	-1%
C#CCOC(=O)CN1C(=O)c2cccc3cccc(c23)C1=O	?	18*	-2%	41	14%	9%	12%
O=C(CNCc1ccc(Cl)cc1)Nc1ccc(C(=O)N2CCCCCC2)cc1	-12%	-6	29%	-6	8%	-7%	4%
Cc1cc(CNC(=O)Cc2ccc(F)cc2)c2ccccc2n1	?	16	3%	24	0%	19%	1%
O=C(O)c1ccc2c(c1)C(=O)N(c1cccc3ccccc13)C2=O	86%[activator]	4	1%	-3	12%	38%[activator]	-1%
Cc1ccc(/C=C/C(=O)Nc2cc(S(N)(=O)=O)ccc2O)cc1	0%	-1	-13%	-5	11%	?	0%
CC(/C=N/N1CCN(c2ccc(C)cc2)CC1)=C\c1ccccc1	18%	-3	0%	-8	-7%	11%	-4%
COc1ccc(-c2cc(=O)n(CCC#N)[nH]2)cc1	7.4µM*	-1	-26%	-7	8%	3%	-3%
C=CCn1c(COc2ccccc2)nnc1SCC(=O)N/N=C/c1ccc(C)cc1	32%[activator]	2	1%	15	-1%	-3%	1%
CN(C)c1nc(Oc2ccc(C(=O)OCC(=O)Nc3ccccc3)cc2)nc(N(C)C)n1	46%[activator]	-2	-6%	15	-31%	?	8%
COc1ccc([N+](=O)[O-])cc1NC(=O)Cn1ccsc1=N	-20%	-9	2%	-14	-24%	-6%	1%
COc1ccc(N(CC(=O)Nc2ccccc2F)S(=O)(=O)c2ccc(OC)c(OC)c2)cc1	?	1	-12%	.	?	12%	3%
CC(=O)c1cc(CN2CCC(n3nccc3NC(=O)c3ccccc3Cl)CC2)cs1	23%	-1	2%	-20	3%	-13%	-9%
O=C(NNC(=O)C1CC(c2cccs2)=NO1)Nc1ccccc1 (stereo unspecified)	38%[activator]	-2	-15%	-4	13%	3%	-5%
Cc1cc(C)c2nc(NNC(=O)c3ccc(S(=O)(=O)N4CC(C)CC(C)C4)cc3)sc2c1 (stereo unspecified)	1.9µM*	2	?	11	7.1µM*	2.6µM*	0%
COc1ccc(NC(=O)/C=C/c2ccco2)cn1	181%[activator]	36*	-1%	90*	-20%	245%[activator]	-2%
CS(=O)(=O)N(Cc1ccccc1)c1ccc(C(=O)Nc2ccc(C(N)=O)cc2)cc1	-1%	1	-1%	-8	17%	?	2%
O=C(COc1ccc(Cl)cc1Cl)N/N=C/c1ccc[nH]1	10%	44*	-9%	35*	6.3µM*	3%	1%
COc1ccc(CN(C)C(=O)C(Cc2ccccc2)NC(=O)c2ccccc2)c(OC)c1 (stereo unspecified)	?	.	8%	.	?	10µM*	.
COc1ccc(CCN2CN(S(=O)(=O)c3ccccc3)c3nc4ccccc4nc32)cc1	10µM*	2	-1%	-10	-18%	12µM*	5%
CCn1c(SCCN2CCCCC2)nnc1-c1ccc(S(=O)(=O)N2CCOCC2)cc1	13%	-5	-15%	11	6%	?	-8%
Cc1nn(-c2cc(Cl)ccc2N)c(=O)c2ccccc12	-3%	4	-6%	10	?	1%	-4%
CCOC(=O)CN1C(=O)SC(CC(=O)Nc2nccs2)C1=O (stereo unspecified)	?	-2	-1%	-10	4%	.	2%
COC(=O)c1cc(Br)c(=O)n(-c2ccc(OC)cc2)c1	22%	0	4%	-13	10%	-5%	7%

Rewritten bar-delimited: part of the list above.
Compound | Pf growth 96h | CHX counter | Tb PYK inh | Shiga toxin inh | HCV inhibitor | Pf growth 48h | LmPK inh
CCn1cc(C(=O)NC(=S)Nc2cccc(O)c2)cn1 | 110%[activator] | 28* | -5% | 58* | 3% | . | 0%
CCOC(=O)c1sc2nc3c(cc2c1N)COC(C)(C)C3 | 15% | 38* | -6% | 29* | -20% | 270%[activator] | -1%
C#CCOC(=O)CN1C(=O)c2cccc3cccc(c23)C1=O | ? | 18* | -2% | 41 | 14% | 9% | 12%
O=C(CNCc1ccc(Cl)cc1)Nc1ccc(C(=O)N2CCCCCC2)cc1 | -12% | -6 | 29% | -6 | 8% | -7% | 4%
Cc1cc(CNC(=O)Cc2ccc(F)cc2)c2ccccc2n1 | ? | 16 | 3% | 24 | 0% | 19% | 1%
O=C(O)c1ccc2c(c1)C(=O)N(c1cccc3ccccc13)C2=O | 86%[activator] | 4 | 1% | -3 | 12% | 38%[activator] | -1%
Cc1ccc(/C=C/C(=O)Nc2cc(S(N)(=O)=O)ccc2O)cc1 | 0% | -1 | -13% | -5 | 11% | ? | 0%
CC(/C=N/N1CCN(c2ccc(C)cc2)CC1)=C\c1ccccc1 | 18% | -3 | 0% | -8 | -7% | 11% | -4%
COc1ccc(-c2cc(=O)n(CCC#N)[nH]2)cc1 | 7.4µM* | -1 | -26% | -7 | 8% | 3% | -3%
C=CCn1c(COc2ccccc2)nnc1SCC(=O)N/N=C/c1ccc(C)cc1 | 32%[activator] | 2 | 1% | 15 | -1% | -3% | 1%
CN(C)c1nc(Oc2ccc(C(=O)OCC(=O)Nc3ccccc3)cc2)nc(N(C)C)n1 | 46%[activator] | -2 | -6% | 15 | -31% | ? | 8%

Further compounds
SMILES	Pf growth 96h	CHX counter	Tb PYK inh	Shiga toxin inh	HCV inhibitor	Pf growth 48h	LmPK inh
O=C(NCc1ccc(Cl)cc1Cl)C1CCN(S(=O)(=O)c2ccc3c(c2)OCCCO3)CC1	?	19*	-13%	15	?	-2%	-3%
O=C(CSc1nnc(-c2ccc(Cl)s2)o1)N1CCOCC1	?	15	.	62*	.	18%	-2%
O=C(CSc1ccsc1[N+](=O)[O-])NCCc1ccccc1	0%	1	-2%	21	-5%	-10%	7%
CCCNC(=O)C(=O)c1cccn1-c1ccsc1C(=O)OC	0%	4	-10%	10	16%	13%	-2%
O=C(CN1CCC(NC(=O)C2CCCCC2)CC1)Nc1cccc(F)c1	22%	-3	0%	13	-14%	-12%	2%
CC(C)(C)CN1CCC(Oc2cccc(C(=O)N3CCC[C@H]3CO)c2)CC1	14%	-3	0%	2	21%	28%	5%
CCN(CC)C(=O)Cn1cc(C=C2C(=O)N(C)C(=O)N(C)C2=O)c2ccccc21	-11%	-7	-19%	-3	6%	8%	3%
CCN(CC)CCN1C(=O)c2ccccc2NC1c1ccccc1F (stereo unspecified)	8%	0	6%	-3	-3%	-18%	1%
CC(=O)Nc1ccccc1NC(=O)c1cc(C)ccc1C	-35%[1.15 µM]	-4	0%	-5	1%	-6%	1%
CC(C)NC(=O)CCS(=O)(=O)c1ccc(Br)s1	0.47µM*	17	-5%	32	0%	38%[activator]	-3%
COc1cccc(C2C(C(=O)c3ccco3)=C(O)C(=O)N2CCN(C)C)c1OC (stereo unspecified)	116%[activator]	-5	-7%	-10	14%	0%	1%
CN(CC(=O)Nc1ccccc1Br)C(=O)CN1CCN(c2ccccc2Cl)CC1	?	.	1%	.	8%	?	.
O=C(CN1C(=O)C2CCCCC2C1=O)Nc1cccc([N+](=O)[O-])c1 (stereo unspecified)	-27%	.	-16%	.	8%	-1%	.
[2H]C(CCOS(N)(=O)=O)c1ccccc1 (stereo unspecified)	58%[activator]	0	-3%	-5	9%	33%[activator]	-10%
COc1ccc(NC(=O)Cc2nnc(SCC(=O)Nc3ccccc3)n2C)cc1	174%[activator]	-5	0%	4	-8%	10%	0%
O=C(O)/C=C/C(=O)Nc1cccc2cccnc12	3%	-3&-5	-1%	33&-3	33%[activator]	20%	3%
CC(C)Cn1c(-c2csc3c2CCCC3)n[nH]c1=S	?	8	?	13	2%	12µM*	10µM*
Cc1c(C(=O)c2ccccc2)c2ccccn2c1CCC#N	0%	3	-3%	-4	16%	-10%	3%
COc1nc(OC)nc(N2CCC(C(=O)Nc3cccc4c3CCCC4)CC2)n1	1%	-4	.	-5	-12%	0%	3%
CCN(Cc1nc(-c2ccccc2)no1)C(=O)c1ccc2c(c1)OCO2	0%	5	0%	18	1%	28%	-2%
O=C(NC(=S)Nc1c(Cl)ccc2nsnc12)c1ccco1	34%[activator]	-2	-1%	-5	12%	-1%	-4%
O=C(c1csc2c1CCCC2)N1CCN(c2ncccn2)CC1	.	-2	2%	-7	2%	-2%	-8%
COCCNc1nc2c(c(=O)n(Cc3cccc(Br)c3)c(=O)n2C)n1C	?	-2	4%&15%	-1	-11%	?	2%
COc1ccc(N2CCN(C(=O)c3nn(C)c4c3CS(=O)(=O)c3ccccc3-4)CC2)cc1	6%	-3	1%&-8%	8	-10%	-8%	13%
O=C(NC(Cc1ccccc1)C(=O)O)/C(=C\c1ccco1)NC(=O)c1ccco1 (stereo unspecified)	-15%	19*	-13%	18	5%	29%	3%

Continued.
SMILES	Pf growth 96h	CHX counter	Tb PYK inh	Shiga toxin inh	HCV inhibitor	Pf growth 48h	LmPK inh
Nc1nc(-c2cc(-c3ccccc3)no2)cs1	309%[activator]	32*	-5%	69*	-12%	-11%	?
O=C(NC1CCCc2ccccc21)c1ccc(S(=O)(=O)N2CCOCC2)cc1 (stereo unspecified)	-12%	14	-3%	1	0%	-23%	7%
CCOc1ccc(OCC)c(NC(=O)CN2CCN(c3cc(C)ccc3C)CC2)c1	?	8	2%	4	?	?	-5%
CC1CCCCN1Cc1c(C#N)c2ccccc2n1C (stereo unspecified)	?	-4	-3%	-16	-8%	-9%	-1%
CCN(CC)C(=O)C1CCN(CC2CC=CCC2)CC1 (stereo unspecified)	?	-1	6%	11	1%	18%	0%
Cn1nccc1C(=O)OCC(=O)Nc1ccccc1	22%	-5	-13%	27	24%	3%	0%
COc1ccc(C(=O)CCNc2ccc(F)cc2)cc1	40%[activator]	28*	2%	82*	?	25%	-1%
Cc1ccc(C)c(S(=O)(=O)N2CCCC2CNC(=O)C(=O)NCc2ccccc2C)c1 (stereo unspecified)	?	.	-4%	.	-23%	?	.
O=C(NCc1ccc(F)cc1)c1cc2ccccc2o1	-10%	14*	0%	32	-6%	-1%	-5%
Cn1c(SCC(=O)N/N=C/c2ccco2)nc2ccccc21	-2%[5.75 µM]	-1	-2%	10	-5%	8%	2%
Cc1ccccc1NS(=O)(=O)c1ccc(NC(=O)c2nc3ncccn3n2)cc1	?	-3	0%	2	5%	.	2%
Cc1n[nH]c(=O)nc1NC(C)c1ccccc1 (stereo unspecified)	30%[activator]	-4	1%	-4	3%	.	6%
CCC(NC(=O)c1ccc2nc(Cc3ccc(OC)cc3)oc2c1)c1ccncc1 (stereo unspecified)	?	31	9%	-2	-7%	-18%	0%
